# From PubChem BioAssay
# EPAC2 antagonist = blocks human EPAC2 exchange factor; Potency, µM (doses to about 114 µM), for inactives: top-dose activity, negative = inhibition, usual class: inhibitors; Q8WZA2; EPAC2 GEF exchange of Rap1B-BODIPY-GDP, fluorescence; 360,000 compounds, 0.18% hits; note: potency is the fitted concentration of half-maximal effect; % is set by controls: 0 for no effect and ±100 for the full control effect; nearly all actives have a fitted effect of over 45% in size; many of its hits are not listed in these tables
# WRN helicase inh = WRN helicase (human) inhibition. 360,000 compounds, 0.46% hits. Potency, µM (titrated, usually from 114 µM), without a hit: at the top dose activity change, negative = inhibition, most hits filed as inhibitors. WRN helicase unwinding, fluorescent forked duplex, kinetic. Q14191; note: potency is the fitted concentration of half-maximal effect; % is set by controls: 0 for no effect and ±100 for the full control effect; nearly all actives have a fitted effect of over 55% in size
#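 Kinetic fluorescence helicase assay: unwinding of a quenched forked DNA duplex (100 nM final) with 2 mM ATP final raises red fluorescence (525/598 nm). Compounds sat 15 min at room temperature with 20 nM WRN beforehand.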
# PI5P4Ka inh = inhibitors of human PI5P4K alpha. 330,000 compounds, 1.2% hits. max response, %. AID 652105. PI5P4Kalpha enzyme, ADP-Glo luminescence, 60 min; hits give low values. P48426; active = max response of -50% or lower; inconclusive = between -30% and -50%; inactive = -30% or higher; note: value at the top dose of about 77 µM; % is set by controls: 0 for no effect and ±100 for the full control effect
# Target sequence (P48426 whole entry, looked up): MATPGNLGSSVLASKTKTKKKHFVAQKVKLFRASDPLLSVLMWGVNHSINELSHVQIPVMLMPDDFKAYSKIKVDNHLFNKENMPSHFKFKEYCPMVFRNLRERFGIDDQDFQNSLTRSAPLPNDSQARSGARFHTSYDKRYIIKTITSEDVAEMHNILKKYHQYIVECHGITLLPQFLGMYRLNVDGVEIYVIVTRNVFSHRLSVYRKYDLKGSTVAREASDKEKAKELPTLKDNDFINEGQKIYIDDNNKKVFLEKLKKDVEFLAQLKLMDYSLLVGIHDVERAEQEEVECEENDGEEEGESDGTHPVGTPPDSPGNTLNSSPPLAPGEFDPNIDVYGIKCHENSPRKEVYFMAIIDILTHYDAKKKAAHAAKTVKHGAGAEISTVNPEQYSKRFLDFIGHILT
#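 Single end-point luminescence (ADP-Glo) quantified ADP from PI5P4Kalpha turnover; ATP 5 microM final, 1 h at RT, 0.1% CHAPS and 0.28 mM EGTA in HEPES pH 7.4.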
# Mm-Cpn inhibitor = inhibitors of Methanococcus maripaludis chaperonin (MmCpn). purified Mm-Cpn ATPase, ADP Transcreener TR-FRET. Potency, µM (top dose mostly 76.9 µM), inactives show at the highest dose activity, negative = inhibition, hits mostly inhibitors. 330,000 compounds, 0.031% hits; note: potency is the fitted concentration of half-maximal effect; % is set by controls: 0 for no effect and ±100 for the full control effect; nearly all actives have a fitted effect of over 80% in size
#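 Purified archaeal chaperonin (25 nM final) was preincubated with compound for 10 min at 37°C, then ATP (10 uM final) was added for 30 min at 37°C in Tris pH 7.4/KCl/MgCl2/DTT buffer. ADP was quantified by HTRF Transcreener TR-FRET.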
# CCT modulator = modulators of cytosolic chaperonin (CCT/TRiC) activity | 360,000 compounds, 0.3% hits | purified chaperonin ATPase assay, HTRF ADP detection, 30 min | AID 651819 | activity change, % (concentration not given with the values), hits read low; in the data active = activity change below about -30%; note: % is set by controls: 0 for no effect and ±100 for the full control effect
#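 Nucleotide hydrolysis assay: TRiC at 20–40 nM final (set by batch activity) with 10 uM ATP, 30 min at 37 °C, in presence of 76 uM compound. Detection by competitive ADP HTRF, 30 min ambient.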
# EPAC1 antagonist = blocks human EPAC1 exchange factor | Potency, µM (titrated, usually from 115 µM), for the others: at the highest dose activity change, negative = inhibition, usual class: inhibitors | EPAC1 GEF assay, Rap1b-BODIPY-GDP exchange fluorescence | AID 720709 | O95398 | 360,000 compounds, 0.14% hits;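 note: potency is the fitted concentration of half-maximal effect; plate controls were vehicle for no effect and positive control for full effect; nearly all actives have a fitted effect of over 50% in size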
# EPAC1 ag = EPAC1 (human) agonism | EPAC1 agonist qHTS, biochemical assay; response scale: 100% = response to 6.5 mM cAMP | Potency, µM (titrated, usually from 154 µM), without a hit: at the top dose activation, most hits filed as activators | 360,000 compounds, 0.073% hits | AID 720707; note: potency is the fitted concentration of half-maximal effect; nearly all actives have a fitted effect of over 60% in size
#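 Compounds were pinned as a concentration titration into mixtures of EPAC1 (100 nM), BODIPY-GDP-loaded Rap1B (250 nM) and GDP (50 uM). After 5 min at room temperature, fluorescence was followed for 30 min; activity was scaled to 6.5 mM cAMP.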
# PLK1 PBD block = PLK1 (human) polo-box domain binding inhibition. P53350. Plk1 PBD binding of FITC phosphopeptide, fluorescence polarization. 360,000 compounds, 2.8% hits. Potency, µM, inactives show max response, negative = inhibition, hits mostly inhibitors. AID 720504; note: potency is the fitted concentration of half-maximal effect; series mostly up to about 57 µM; % is set by controls: 0 for no effect and ±100 for the full control effect; nearly all actives have a fitted effect of over 65% in size
# Target sequence (P53350 whole entry, looked up, the tested form may be a part): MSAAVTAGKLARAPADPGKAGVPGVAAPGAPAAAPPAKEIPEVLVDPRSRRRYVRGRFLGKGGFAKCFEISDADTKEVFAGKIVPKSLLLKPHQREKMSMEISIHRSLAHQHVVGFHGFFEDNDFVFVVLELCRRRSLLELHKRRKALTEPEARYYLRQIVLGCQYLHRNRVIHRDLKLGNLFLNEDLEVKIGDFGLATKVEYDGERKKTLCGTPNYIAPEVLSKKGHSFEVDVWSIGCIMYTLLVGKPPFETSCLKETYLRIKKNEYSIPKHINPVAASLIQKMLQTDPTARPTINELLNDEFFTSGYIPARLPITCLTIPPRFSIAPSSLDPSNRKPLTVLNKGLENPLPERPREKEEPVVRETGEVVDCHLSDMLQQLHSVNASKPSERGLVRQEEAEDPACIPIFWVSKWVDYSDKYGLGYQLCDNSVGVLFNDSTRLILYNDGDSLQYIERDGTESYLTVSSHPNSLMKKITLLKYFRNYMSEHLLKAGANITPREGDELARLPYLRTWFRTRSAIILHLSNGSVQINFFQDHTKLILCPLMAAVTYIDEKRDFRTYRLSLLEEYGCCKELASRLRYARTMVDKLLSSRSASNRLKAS
# The depositor's hits bear a star; ? = inconclusive; · = no result given; [ ] = dose if it differs, or a comment. Unless noted, calls come from the whole dose curve; as a rule, active = well fitted curve in the direction sought with a large enough effect; inconclusive = small, poorly fitted or top-dose-only effect, or another doubt; inactive = no such curve, though single readings can be large; an effect the other way counts as inactive or inconclusive. A portion of the library; rates above refer to the full screens.
SMILES,EPAC2 antagonist,WRN helicase inh,PI5P4Ka inh,Mm-Cpn inhibitor,CCT modulator,EPAC1 antagonist,EPAC1 ag,PLK1 PBD block
O=C(O)C(CCC(C(=O)O)c1ccccc1)c1ccccc1 (stereo not drawn),1.7%,2.7%,-4.0,·,-4.3,-2.5%,2.4%,-6.4%
CN(C)CC(=O)N1c2ccccc2CCc2ccc(NC(=O)c3ccc(N)cc3)cc21,-1.2%,-30.3%,-12.7,-0.3%,-2.3,-5.5%,10.5%,-1.6%
O=C(Nc1ccccc1Br)C1CC(=O)N(c2ccc3c(c2)OCCO3)C1 (stereo not drawn),7.9%,20.5%,-9.2,1.9%,-3.2,-4.5%,-0.2%,-17.7%
O=C(O)c1ccccc1NS(=O)(=O)c1ccc2ccccc2c1,-23.5%,-20.5%,-16.6,3.2%,-2.6,-18.9%,-12.9%,-24.5%
NC(CO)c1csc(NC(=O)Nc2ccccc2Cc2ccccc2)n1 (stereo not drawn),2.0%,-1.3%,8.1,·,-1.9,-0.5%,11.0%,1.0%
COc1cccc(/C=N/NC(=O)NC23CC4CC(CC(C4)C2)C3)c1O,0.2%,-5.9%,-1.0,·,-3.5,-12.3%,-2.2%,-8.6%
COc1cccc(NC(=O)N2CCCC(C(=O)NC3CCCCC3C)C2)c1 (stereo not drawn),-4.5%,-4.5%,-0.1,2.5%,0.9,-3.6%,-10.6%,-7.7%
O=C(CNC(=O)C12CC3CC(CC(C3)C1)C2)OCc1cc(=O)n2cc(Br)ccc2n1,-5.9%,1.4%,-8.3,-2.4%,0.1,-8.6%,-2.4%,-7.6%
O=C(CSc1cc(Cl)ccc1Cl)NC1CCCC1,-0.8%,3.5%,2.6,-0.3%,-0.8,-0.6%,2.9%,?
Cc1nc2ccccc2c(=O)n1-c1ccc(NS(=O)(=O)c2cc(F)ccc2F)cc1,1.2%,-7.7%,-9.4,2.5%,-1.8,3.8%,8.3%,-5.8%
COc1ccc(C)cc1S(=O)(=O)Nc1cccc(-c2ccc(N3CCCCCC3)nn2)c1,-16.0%,-4.9%,-18.7,-27.8%,-0.6,2.6%,10.5%,16.8µM*
Cc1ccccc1CSc1nnc(-c2ccccn2)n1N,-4.3%,0.0%,-2.3,1.4%,-1.4,-1.3%,7.3%,-12.1%
Nn1c(SCC(=O)N2CCOCC2)nnc1-c1ccco1,13.9%,6.7%,-5.7,-2.0%,0.5,12.3%,-0.6%,1.9%
O=C(/C=C/c1ccco1)N1CCC(Cc2ccccc2)CC1,-3.0%,?,-56.6*,1.6%,-8.9,-20.7%,6.3%,?
COc1cc(C(CC(=O)N2CCOCC2)c2c(OC)cc(OC)c3ccc(=O)oc23)cc(OC)c1OC (stereo not drawn),-7.0%,-1.1%,3.1,-10.1%,-2.2,12.9%,1.8%,-2.5%
O=C(c1ccco1)N1N=C(c2ccc(Br)cc2)CC1c1ccco1 (stereo not drawn),-12.6%,-6.0%,-0.9,-2.0%,-2.9,-12.5%,3.5%,-0.6%
Cc1ccc(C(NC(=O)C2CCN(Cc3ccc(Oc4ccccc4)cc3)CC2)c2ccccn2)cc1 (stereo not drawn),2.1%,-8.5%,-4.3,·,-0.6,-12.1%,7.6%,-6.7%
O=C(CNc1cccc(F)c1)N1CCc2ccccc2C1,-3.9%,-0.2%[57.1 µM],6.2,1.4%,-0.8,-26.7%,1.4%,-15.8%
Cn1nc(CC#N)c2c(=N)n(N)cnc21,-2.1%,-25.2%,-4.6,·,-0.3,-1.3%,8.9%,-4.2%
CN(C)C(=S)N=Nc1[nH]c2ccccc2c1O,-2.8%[57.1 µM],15.7%,-9.0,-1.4%,1.5,-0.1%,-10.4%,16.8µM*
COc1cccc(NC(=O)CSc2nnc(CN3CCOCC3)n2C)c1,4.1%,8.3%,2.6,-2.3%,-1.2,5.1%,-1.5%,?
COc1ccc(C(CNC(=O)c2ccc(NS(=O)(=O)c3ccc(F)cc3)cc2)N2CCOCC2)cc1 (stereo not drawn),2.3%,-19.5%,-2.7,1.4%,-0.9,-28.9%,-14.0%,-1.9%
COc1ccc(C(=O)C2CCN(C(=S)NCC3CCCO3)CC2)cc1 (stereo not drawn),-9.0%,-0.9%,-0.5,-0.4%,-1.7,-15.9%,5.0%,-2.9%
Cc1ccc(-c2nc(N3CCOCC3)sc2C(=O)N2CCCCC2)cc1,1.3%,1.9%,0.4,-3.6%,-1.2,-3.9%,-14.0%,0.7%
Cc1cccc(Nc2nc(-c3ccccn3)cs2)n1,-3.8%,-18.0%,·,-1.1%,3.2,3.9%,-1.5%,-1.8%
COc1cc(/C=C2\SC(=O)NC2=O)ccc1OCc1ccc(Cl)nc1,-8.4%,0.6%[57.1 µM],-10.9,-4.3%,1.2,1.2%,0.8%,-13.4%
Cc1csc(NC(=O)CSc2nnc(-c3cccnc3)o2)n1,2.0%,-0.6%,-0.6,0.1%,-3.0,-22.9%,14.6%,-2.3%
COc1ccc(NS(=O)(=O)c2cc3c4c(c2)C(C)C(=O)N4CCC3)cc1 (stereo not drawn),5.7%,4.7%,-1.2,1.3%,-0.3,14.0%,4.8%,0.9%
COC(=O)CCN(C(=O)c1cccc([N+](=O)[O-])c1)c1ccccn1,-8.9%,2.7%,1.8,0.7%,-2.0,5.5%,0.7%,-13.2%
CN1OC[C@@H]2CN(C(=O)CCc3ccccc3)[C@H](c3cccc(N4CCOCC4)c3)C[C@@H]21,0.1%,-0.1%,-3.2,·,-2.2,7.9%,2.2%,-12.3%
O=C(Cc1ccc([N+](=O)[O-])cc1)Nc1ccc(C(=O)N2CCOCC2)cc1,15.6%,2.3%,-6.0,-3.6%,0.6,-4.4%,-19.1%,-1.3%
Cc1ncc(CN2CCC(n3nccc3NC(=O)c3ccccc3)CC2)s1,7.3%,-30.1%,3.6,1.3%,-3.9,-14.8%,-7.6%,0.0%
COc1ccc(CNc2ccc(C)c(C)c2)cc1,16.4%,-8.1%,3.6,-1.0%,-10.2,-10.0%,4.0%,1.7%
Cc1c(Cl)cccc1NC(=S)Nn1cnnc1,-10.7%,6.4%,4.7,-4.3%,1.4,-11.0%,-4.2%,7.52µM*
CC(=O)c1ccccc1OCC(O)CN1CCN(c2ccccn2)CC1 (stereo not drawn),-8.1%,-11.9%,7.7,1.0%,0.2,1.4%,4.7%,-9.8%
CN1CCS/C1=C/C=C1/SC(=S)N(Cc2ccccc2)C1=O,-4.1%,?,1.9,-4.0%,-0.8,-19.1%,12.8%,33.2%[activator]
CC(=O)n1c2ccccc2c2ccccc21,-2.8%,0.9%,·,4.3%,0.7,2.7%,17.7%,-3.5%
CC1(C(=O)NC2CCCCC2)CCC(=O)N1Cc1cccnc1 (stereo not drawn),9.6%,3.7%,-3.7,0.6%,1.1,-7.2%,0.6%,1.6%
COc1ccc(OC)c(S(=O)(=O)Nc2cccc(-c3ccc4nncn4n3)c2)c1,4.3%,-5.7%,-1.3,-1.1%,1.7,0.3%,8.1%,-1.8%
O=C(Nc1ccccc1C(=O)N1CCCCCC1)c1ccc(F)cc1,3.7%,-5.9%,8.1,-5.6%,-1.0,4.1%,6.4%,-5.5%
NC(c1csc(NC(=O)c2cccc(OC(F)(F)F)c2)n1)c1ccccc1Cl (stereo not drawn),3.5%,-11.5%,10.1,·,0.6,-25.1%,-21.6%,-13.6%
CCCOc1c(OC)cccc1C1CC(=O)Nc2cc3c(cc21)OCO3 (stereo not drawn),-11.1%,-3.4%,5.6,?,-2.2,-9.4%,1.2%,-3.3%
Cc1csc(SCc2ccc(C(=O)O)cc2)n1,-2.8%,1.3%,1.2,2.5%,1.2,-2.9%,4.1%,3.0%
NC(N)=N/N=C/c1ccc(OCc2ccc(Cl)cc2Cl)cc1,?,-7.8%,·,2.3%,-2.7,-8.5%,20.5%,-8.6%
Cc1ccc(C(=O)N2CCN(c3ccccn3)CC2)cc1C,-11.5%,2.0%,-1.5,-2.6%,-0.8,-13.5%,-10.4%,-23.4%
CCn1c(O)c2ccc(C(=O)N=NC(=O)c3ccccc3)cc2c1O,-1.6%,2.8%,-8.3,-0.6%,1.5,1.5%,8.6%,7.4%
Cc1ccc(O)c(C(=O)CC(=O)c2ccccc2Cl)c1,-17.5%,-16.7%,10.6,-4.4%,-3.5,?,14.4%,-23.0%
CCOC(=O)CN(c1sc(C)c(C)c1C(=O)OCC)S(=O)(=O)c1ccc(C)cc1,-28.7%,-7.3%,-6.6,·,0.1,-0.6%,-8.5%,-5.1%
N#CCOC(=O)[C@H](Cc1c[nH]c2ccccc12)NS(=O)(=O)c1ccc(Cl)cc1,?,-4.8%,-15.1,-0.6%,-3.4,-24.7%,-2.4%,?
Cc1nc2ccc(-c3nc4ccccc4o3)cc2[nH]1,-0.8%,-12.9%,-2.7,-0.2%,-1.7,-7.6%,0.8%,-10.8%
Cc1nc2ccc(N=NC3=C(O)CCCC3=O)cc2s1,-1.0%,-2.3%,-27.1,-2.7%,-1.5,11.1%,0.5%,-11.4%
COc1ccc(NC(=S)Nc2cccnc2)c(OC)c1,3.4%,-0.1%,-7.6,0.9%,-3.8,11.2%,-19.3%,-7.7%
CCCn1cnc2sc(CC)cc2c1=O,11.5%,-2.4%,-0.6,2.3%,-3.4,12.4%,6.1%,-10.0%
O=S(=O)(Nc1cccc(-n2cnnn2)c1)c1ccccc1F,15.8%,-5.3%,-6.6,-1.1%,-4.0,-8.6%,-1.3%,-4.5%
Cc1ccc(-n2c(C)cc(/C=C3/C(=N)N4C(c5ccccc5)=CSC4=NC3=O)c2C)cc1,0.6%,-2.8%,-11.6,-1.4%,-3.8,1.8%,13.5%,-4.4%
